# Hsp70 activator = transcriptional activators of Hsp70 | HeLa Hsp70 promoter luciferase reporter, luminescence; scaled: vehicle 0, proteasome-inhibitor control 100% | activation, % at 10 µM | hit rate 0.04% among 200,000 | AID 1203;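 active means activation above the mean across all tested compounds plus 3 SD, cutoff set per campaign, cut at about 5.5% in these data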;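 further: 100% = MG132 at 30 µM as the positive control and 0% = DMSO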
# STAT1 act = activators of IFN-gamma induced STAT1 signaling; NIH 3T3 STAT1-luciferase reporter, luminescence; 100% = IFN-gamma alone, no compound; activation (% of control), % at 5.5 µM; hit rate 2.6% among 200,000; AID 932;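 active means activation above the screen-wide mean activation plus 3 SD, cut at about 130% in these data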;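 further: raw ratio to IFN-gamma control signal so 100% means no change and 0% no light; values of inactives mirror those of a sister screen read the other way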
# STAT1 inh = reduces IFN-gamma driven STAT1 reporter signal; NIH 3T3 STAT1-luciferase reporter, luminescence; inhibition, % at 5.5 µM; hit rate 0.35% among 200,000; AID 920;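 active means inhibition above a set limit, the mean inhibition across all tested compounds plus 3 SD, cut at about 34% in these data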;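 further: 0% = IFN-gamma with DMSO and 100% = IFN-gamma with 300 µM nifuroxazide; values of inactives mirror those of a sister screen read the other way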
# APP 5'UTR act = APP 5'UTR luciferase reporter activation. SH-SY5Y APP 5'UTR luciferase reporter, luminescence; zero percent = DMSO vehicle wells. activation, % at 2 µM. hit rate 1% among 190,000;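 active means activation above a set limit, based on mean plus 3 SD of controls, cut at about 140% in these data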; further: values of inactives mirror those of a sister screen read the other way
# STAT3 inh = STAT3 signaling inhibition; U3A cells, IL-6 STAT3-luciferase reporter, luminescence; host cell line lacks STAT1; inhibition, % at 5.5 µM; hit rate 0.89% among 190,000; AID 862;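 active means inhibition above the mean inhibition across all screened compounds plus 3 SD, cut at about 44% in these data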;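 further: 0% = DMSO only wells and 100% = 100 µM nifuroxazide control wells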
# Redox H2O2 prof = compounds producing H2O2 with reducing agent – biochemical, NIH compound library profiling, artefact control for MLSCN library redox annotation, primary screen | DTT-dependent redox cycling H2O2, phenol red/HRP absorbance; 100% = 100 µM peroxide control, 0% = buffer | activation, % at 10 µM | hit rate 0.03% among 200,000;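 active means activation of at least 50% relative to the plate's high and low controls in the primary single-dose screen; inactive means activation below 50%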;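 further: compound incubated with DTT at 0.8 mM final as the reducing agent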
# TLR4 MyD88 comp = inhibitors of human TLR4-MyD88 binding. HeLa CL3-4 TLR4/MyD88 BLA complementation, FRET ratio. O00206+Q99836. AID 861. inhibition, % at 8.4 µM. hit rate 0.18% among 200,000; in the data active means inhibition above about 25%;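 further: 0% = vehicle and 100% = reference inhibitor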
# Target sequence (O00206 whole entry, looked up): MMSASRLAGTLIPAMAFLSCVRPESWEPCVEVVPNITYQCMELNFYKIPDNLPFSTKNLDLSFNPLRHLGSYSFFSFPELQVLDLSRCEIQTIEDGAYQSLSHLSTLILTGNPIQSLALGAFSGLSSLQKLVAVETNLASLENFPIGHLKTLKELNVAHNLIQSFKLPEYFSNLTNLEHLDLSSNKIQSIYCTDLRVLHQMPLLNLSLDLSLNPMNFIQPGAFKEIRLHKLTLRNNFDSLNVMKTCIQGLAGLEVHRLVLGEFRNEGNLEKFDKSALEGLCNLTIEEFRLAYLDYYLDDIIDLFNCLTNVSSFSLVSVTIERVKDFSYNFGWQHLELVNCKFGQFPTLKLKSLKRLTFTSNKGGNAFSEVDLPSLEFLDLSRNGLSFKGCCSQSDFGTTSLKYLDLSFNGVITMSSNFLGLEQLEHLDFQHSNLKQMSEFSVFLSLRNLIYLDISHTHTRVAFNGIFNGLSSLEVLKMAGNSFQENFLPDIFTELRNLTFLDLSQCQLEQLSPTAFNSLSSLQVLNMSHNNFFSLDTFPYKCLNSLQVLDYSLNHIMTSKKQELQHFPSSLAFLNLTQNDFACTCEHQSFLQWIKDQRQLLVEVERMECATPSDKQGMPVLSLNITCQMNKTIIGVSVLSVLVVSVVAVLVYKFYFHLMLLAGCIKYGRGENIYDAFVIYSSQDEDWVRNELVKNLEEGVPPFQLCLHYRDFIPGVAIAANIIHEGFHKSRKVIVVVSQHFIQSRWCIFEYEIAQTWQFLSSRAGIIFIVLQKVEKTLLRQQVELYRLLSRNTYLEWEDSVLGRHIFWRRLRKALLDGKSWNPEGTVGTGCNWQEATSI
# Target sequence (Q99836 whole entry, looked up): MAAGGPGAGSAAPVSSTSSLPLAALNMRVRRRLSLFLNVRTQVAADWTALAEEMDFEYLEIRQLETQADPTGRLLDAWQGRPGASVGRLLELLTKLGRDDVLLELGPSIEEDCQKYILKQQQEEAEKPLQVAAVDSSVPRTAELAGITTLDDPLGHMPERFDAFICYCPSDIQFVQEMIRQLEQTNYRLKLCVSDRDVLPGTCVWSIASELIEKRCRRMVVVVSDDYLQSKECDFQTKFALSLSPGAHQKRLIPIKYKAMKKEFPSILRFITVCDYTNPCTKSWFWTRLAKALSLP
# NF-kB neuron act = compounds increasing NF-kB expression in human neuronal cells; NF-kB reporter expression; stronger effect = higher value; fold change at 12.5 µM; hit rate 1.6% among 190,000; in the data active means fold change above about 3.3
# Efa HMGR inh = inhibitors of class II HMG-CoA reductase from Enterococcus faecalis; purified E. faecalis HMGR, NADPH absorbance 340 nm kinetic; inhibition, % at 10 µM; hit rate 0.41% among 190,000;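 active means inhibition above a set limit, the median over all tested compounds plus 3 SD, cut at about 9.5% in these data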;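 further: enzyme runs in reverse so mevalonate oxidation gives rising NADPH absorbance; 0% = complete reaction with DMSO and 100% = background rate lacking mevalonate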
# STAT3 activator = STAT3 signaling activation; U3A cells, IL-6 STAT3-luciferase reporter, luminescence; 100% = signal with IL-6 EC80 alone; activation (% of control), % at 5.6 µM; hit rate 0.91% among 190,000; AID 871;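 active means activation above the screen-wide mean of compound activation plus 3 SD, cut at about 130% in these data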;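 further: 0% = background luminescence of wells with medium and substrate only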
#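 Assay system – human STAT1-deficient U3A cells with stable STAT3-luciferase reporter · Also added – IL-6 (33 ng/mL) · Schedule – compound 1 h, then IL-6 6 h at 37 °C · Technique – reporter luminescence signal · Evaluation – % activation versus median of IL-6-stimulated wells · Benchmarks – IL-6-only wells as 100% reference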
# * = called active by the depositor; · = no result given; & = joins results of further samples. Rows were taken by chance; about 5.6% have a hit in one of these screens.
SMILES,Hsp70 activator,STAT1 act,STAT1 inh,APP 5'UTR act,STAT3 inh,Redox H2O2 prof,TLR4 MyD88 comp,NF-kB neuron act,Efa HMGR inh,STAT3 activator
O=C(Nc1ccc(Br)cc1)c1cccc(S(=O)(=O)Nc2cnc3ccccc3c2)c1,-0.3,89,12,6,32,-0.1,-1,0.88,1,78
O=c1cc(CN2CCN(S(=O)(=O)/C=C/c3ccccc3)CC2)c2ccc(O)cc2o1,-0.3,96,4,-3,3,-0.7,-1,1,-6,97
CC1=NN(C(=O)c2ccc(C)cc2)C(O)(C(F)(F)OC(F)(F)F)C1 (configuration not stated),0.3,106,-7,23,4,-5.5,-1,1.3,4,98
Nc1c(S(=O)(=O)c2ccccc2)c2nc3ccccc3nc2n1/N=C/c1ccco1,-0.1,100,0,-12,29,-1.3,-12,0.82,-3,78
Cc1cc(C(=O)NC2CC2)c2ccccc2n1,0.2,98,3,13,13,0.6,-7,1.2,3,96
O=C(O)/C(=C\c1ccc(Cl)cc1)c1ccc(F)cc1,0.0,104,-5,17,7,-1.1,-21,1.3,-3,96
COc1ccc(-c2cc(C(F)(F)F)n3nc(C(=O)N4CCCCC4)cc3n2)cc1OC,-0.2,85,17,6,6,-4.0,21,0.68,-2,98
COc1ccc(S(=O)(=O)N(Cc2cc3ccc(OC)cc3[nH]c2=O)CC2COCCO2)cc1 (configuration not stated),0.1,100,0,-1,12,-0.1,2,1.2,2,92
CCN(CC)c1ccc(C=C(c2nnnn2-c2ccc(C)cc2)c2nnnn2-c2ccc(C)cc2)cc1,-0.5,100,0,3,-4,2.8,18,0.93,0,105
CCC(=O)OCCNc1nc(-c2ccccc2)nc2ccccc12,-0.2,94,5,2,2,-1.5,8,1,-3,102
O=C(O)c1cc(-c2cccs2)nn1-c1ccc(F)cc1,-0.1,99,0,-9,-8,-0.3,5,0.79,2,108
CN(C(=O)C1CCCN(S(=O)(=O)c2cccc([N+](=O)[O-])c2)C1)C1CCS(=O)(=O)C1 (configuration not stated),-0.6,103,-4,14,1,-0.4,-10,1,-3,101
COc1ccc(NC(=O)CCSc2ccc3ccccc3n2)cc1,-0.3,91,10,-11,13,0.0,-18,1.2,-5,87
CCCOc1ccc(/C(O)=C2/C(=O)C(=O)N(c3cc(C)on3)C2c2ccc(C(=O)OC)cc2)cc1 (configuration not stated),-0.6,100,0,5,2,0.9,5,1.2,-1,101
CC(=O)c1c(N2CCCC2)nc(=S)n(-c2ccccc2)c1C,-0.5,97,3,5,2,0.2,-6,1.1,-3,104
COc1ccc(S(=O)(=O)N2CCN(C3CCCCCCC3)CC2)cc1,0.1&0.3,100&99,1&2,-12&17,4&2,-2.7&0.1,8&-1,0.75&1,-3&-3,100&101
C/C(=N\NS(=O)(=O)c1ccc(C)cc1)c1ccc(C)s1,-0.2,108,-8,19,-3,-4.1,-17,1.2,3,107
O=C(NCc1ccccc1)c1cccc(OCC(=O)N2CCN(C(=O)c3ccco3)CC2)c1,0.0,97,4,7,8,0.2,3,0.7,-2,99
COc1ccccc1-n1c(C)nnc1SCC(=O)Nc1cc(C)cc(C)c1,-0.3,98,2,33,7,2.1,15,0.93,-6,99
CCC1CCCCN1CCCNC(=O)COc1cc(=O)n(C)c2ccccc12 (configuration not stated),-0.2,100,0,-5,1,-1.1,-7,1.4,-3,103
Cn1ncc(Br)c1C(=O)N/N=C/c1ccc(OS(=O)(=O)c2ccccc2)cc1,-0.2,104,-4,16,11,-3.6,-18,1.1,-7,94
COC(=O)c1ccc(C(=O)OC)c(NS(=O)(=O)c2ccc(NC(C)=O)cc2)c1,-0.1,111,-13,3,3,-0.2,5,1.2,-1,103
Cc1c(-c2ccccc2)[n+](=O)c(-c2ccc(Cl)cc2)c(C)n1[O-],0.0,93,4,10,9,0.9,2,1,-6,96
O=C(NCCCc1ccccc1)N1CCOCC1,-0.1,101,-1,18,2,-0.6,-7,·,-1,104
O=C(Cn1cnc2cc(Cl)ccc2c1=O)Nc1ccc2c(c1)OCO2,-0.1,105,-6,4,1,-3.2,-4,1.3,0,103
O=C(CNS(=O)(=O)/C=C/c1ccccc1)OCC(=O)N1CCC(Cc2ccccc2)CC1,-0.1,102,-2,12,8,0.5,2,0.95,-1,96
COC(=O)[C@@H]1CC[C@H](C)[C@@H](c2ccc(C)cc2)N1C(=O)c1ccc(/C=N/O[C@@H](C)c2cn([C@H](CO)Cc3ccccc3)nn2)cc1,-0.5,104,-4,-4,0,0.8,-12,0.47,-7,97
O=C(CSCc1ccc(F)cc1)NCc1cccs1,-0.2,108,-9,-5,16,-0.5,-3,0.96,-2,96
CC(C)(C)C(=O)c1cn(CC(=O)NCc2ccc3c(c2)OCO3)c2ccccc12,-0.4,104,-5,7,-5,-17,-7,1.3,2,112
Cc1nc2nc(-c3ccc(Cl)cc3)[nH]n2c(=O)c1Cc1ccccc1,0.1,104,-4,-3,2,1.8,15,2,-8,102

# Sorted by heavy-atom count (lowest first): three of the compounds above.
SMILES,Hsp70 activator,STAT1 act,STAT1 inh,APP 5'UTR act,STAT3 inh,Redox H2O2 prof,TLR4 MyD88 comp,NF-kB neuron act,Efa HMGR inh,STAT3 activator
O=C(Cn1cnc2cc(Cl)ccc2c1=O)Nc1ccc2c(c1)OCO2,-0.1,105,-6,4,1,-3.2,-4,1.3,0,103
COC(=O)c1ccc(C(=O)OC)c(NS(=O)(=O)c2ccc(NC(C)=O)cc2)c1,-0.1,111,-13,3,3,-0.2,5,1.2,-1,103
O=C(CNS(=O)(=O)/C=C/c1ccccc1)OCC(=O)N1CCC(Cc2ccccc2)CC1,-0.1,102,-2,12,8,0.5,2,0.95,-1,96

# (listing goes on)
SMILES,Hsp70 activator,STAT1 act,STAT1 inh,APP 5'UTR act,STAT3 inh,Redox H2O2 prof,TLR4 MyD88 comp,NF-kB neuron act,Efa HMGR inh,STAT3 activator
O=C(Nc1c(-c2ccccc2)nc2ncccn12)c1cc2ccccc2oc1=O,-0.1,91,10,-10,4,0.3,2,1.1,-1,96
C=CCOn1c(=O)c(-c2cc3ccccc3o2)[n+]([O-])c2ccccc21,-0.1,117,-18,33,-17,0.2,13,1.5,-1,119
CCOC(=O)c1cccc(N2C(N)=NC(N)=NC2(C)C)c1,-0.1,101,-1,-5,10,-3.4,-9,0.99,-2,97
O=C1c2ccccc2C(=O)N1CCCc1nc(-c2cccnc2)no1,-0.1,98,2,-1,4,0.8,-11,1.1,1,100
Cc1ccc(NS(=O)(=O)c2ccc(C)c(NC(=O)COc3ccc4ccccc4c3)c2)c(C)c1,0.1,89,11,-2,-10,-1.0,5,0.79,4,116
CC1(C)SC2c3ccccc3C(=O)N2[C@@H]1C(=O)NCc1ccco1 (some centres not stated),-0.4,103,-3,8,3,2.0,-4,1.3,-1,100
CC(=O)Nc1ccc(S(=O)(=O)N2CCN=C2C)cc1,-0.5,93,4,10,5,0.8,18,1.3,-10,98
O=C(Nc1cc(C(F)(F)F)ccc1Cl)c1ccncc1,0.6,105,-6,1,17,-0.4,2,0.83,4,88
Cc1ccc(S(=O)(=O)N(C)C)cc1NC(=S)N(CCC#N)Cc1cccnc1,-0.3,94,4,-5,4,-0.3,-6,0.92,0,106
Cc1ccc(Cn2nnc3c(=O)n(CC(=O)NCc4ccco4)cnc32)cc1,0.0,101,2,9,-2,1.3,-4,1,20*,104
O=C(O)CCC(=O)Nc1ccccc1C(=O)NCCc1ccccc1,0.0,135*,-40,27,-17,0.2,-9,1.8,1,111
COc1ccc2c(c1)CCc1cn3ncc(C#N)c3nc1-2,-0.1,102,-5,-4,5,-0.9,-18,·,-1,100
CSc1nc(C)cc(/C=C\c2ccccc2)c1C#N,0.2,98,2,2,17,2.2,0,1.1,-8,90
CC(C)CCNC(=O)[C@H](CC(C)C)NC(=O)[C@H]1O[C@@H]1C(=O)O,-0.3,96,5,-3,-6,-0.2,3,1.1,-8,108
COC(=O)/C=C1/N/C(=N\c2nc(C)cc(C)n2)N(c2ccccc2)C1=O,0.0,105,-6,-13,2,0.0,-4,1.1,1,96
O=C(N/N=C/c1ccc(O)c(O)c1O)/C(=C/c1ccc([N+](=O)[O-])cc1)NC(=O)c1ccccc1,-0.1,97,4,-13,24,-0.8,8,1.2,-8,84
Cc1cc(-c2n[nH]c(=S)n2/N=C/C=C/c2ccccc2)n[nH]1,-0.5,99,1,-6,22,0.2,8,0.98,-11,83
CC(C)OC(=O)c1c(N)sc2c1CCCC2,-0.3,93,5,8,0,0.5,6,·,·,101
Cc1c(C(=O)NCc2cccs2)oc2ccc(Br)cc12,0.0,116,-17,15,-24,0.1,0,1.9,1,121
Cc1ccccc1Cn1cc(NC(=O)c2cc3nc(-c4ccco4)cc(C(F)(F)F)n3n2)cn1,-0.3,105,-6,-1,28,1.1,3,1.2,0,79
O=C(CSc1nnc(-c2ccncc2)n1Cc1ccccc1)NCCc1ccccc1,-0.3,101,-1,8,6,-0.2,-4,1.2,-9,100
CCOC(=O)c1cc(C)sc1NC(=O)C(c1ccccc1)c1ccccc1,-0.3,106,-6,-4,-10,1.1,6,0.88,-2,112
Cc1cc(C)cc(Nc2cnn(C34CC5CC(CC(CC(=O)O)(C5)C3)C4)c(=O)c2Cl)c1,-0.6,118,-20,0,1,0.1,2,0.87,2,104
CCCNc1c(NC(C)=O)c(=O)oc2ccccc12,-0.1,96,4,-3,-7,-0.5,3,1.1,-4,105
Cc1cccc(N2CCN(C(=O)C3CCN(S(=O)(=O)c4cnc[nH]4)CC3)CC2)c1C,0.7,101,0,2,13,-3.2,5,0.84,-1,94
Cc1ccc(C(=O)N2CCN(S(C)(=O)=O)C2)cc1,-0.4,98,3,-4,3,2.6,-2,1.1,0,105
CC1CC(C)CN(C(=O)CNC(=O)Cn2ccc3ccccc3c2=O)C1 (configuration not stated),-0.2,102,-2,11,-1,-1.4,1,1.2,-1,103
COc1cc(C(=O)ON=C2C(C)=CC(=O)C=C2C)cc(OC)c1OC,-0.2,96,5,-5,-5,0.0,-11,1.2,-4,105
CN(C(=O)NC1CCCCC1)c1ccccc1,-0.1,107,-7,-20,0,-3.0,2,1.3,-8,100
CN=C1c2cc3cc(OC)ccc3n2CCN1Cc1ccccc1,-0.1,106,-1,-36,-8,0.1,-2,1.1,-4,108
O=C(C(=O)N1CCCc2ccccc21)N1CCCc2ccccc21,-0.3,114,-16,2,11,-0.6,-5,1.6,-1,93
CCCCNC(=S)N/N=C1\CCCCc2ccccc21,-0.4,96,5,11,4,-0.5,-3,1.1,1,100
COc1nc(Nc2ccc([N+](=O)[O-])cc2)nc(NC(C)C)n1,-0.1,110,-11,-12,11,-0.7,1,1.1,-3,91
CCOC(=O)C1=NN(c2ccccc2C)C2=NC(C)=C(C(=O)OC)C(c3cccc(OC)c3)N12 (configuration not stated),0.1,100,0,12,-4,0.0,-14,1.1,-1,104
CNC(=O)c1sc2nc(-c3ccc(OC)cc3)cn2c1C,-0.1,164*,-71,146*,-3,-1.3,-1,4.8*,-5,106
CCOc1ccc(CCNC(=O)CCc2nc(-c3ccc(C)cc3)no2)cc1OCC,0.0,104,-5,3,4,-0.1,9,0.99,-2,98
COCCn1nnnc1C(c1cccs1)N1CCN(c2cccc(C(F)(F)F)c2)CC1 (configuration not stated),0.0,102,8,·,1,2.1,-1,0.88,-3,99

# From PubChem
